# PrPC TRFRET: cell surface PrPC inhibition, primary TR-FRET screen | AID 720596 | TR-FRET read-out | inhibition, % at 13.8 µM | P04156 | 0.43% of 370,000 active; in the data active = inhibition above about 24%; also: 0% = median of the test wells and 100% = reference compound wells
# TcdB GH inh: TcdB glycohydrolase inhibition. P18177. TcdB glycohydrolase enzymatic assay, plate reader. inhibition, % at 9.99 µM. 0.24% of 350,000 active; in the data active = inhibition above about 10%
# Active calls of the source: *; & = joins results of further samples.
# Each structure is followed by: TcdB GH inh, PrPC TRFRET
O=C1NC(Cc2ccc(O)cc2)c2nc3ccccc3c(=O)n2-c2ccccc21 (configuration not stated)
    -2.0, 6
COc1cc2c(c(OC)c1OC)C1(CCCCC1)CC2NC(=O)c1ccncc1 (configuration not stated)
    1.2, -11
O=C(/C=C(\Nc1cccc(Cl)c1)c1ccccc1)c1ccccc1
    1.8, 0
COC(=O)C1=C(C)N(Cc2ccc(Cl)cc2)C(=S)NC1c1ccc(Cl)cc1 (configuration not stated)
    1.9, 8
O=C(C(=O)N1CCC(CNS(=O)(=O)Cc2ccccc2)CC1)c1cc2ccccc2o1
    0.4, -12
C[C@H](O)[C@@H]1CN2CCc3ccc(-c4ccc5c(c4)OCO5)cc3[C@@H]2C[C@@H]1N(C)C(=O)c1cccc(Cl)c1
    0.5, -5
CCCCc1c(-c2ccccc2OC)ncn1Cc1cc(F)ccc1F
    3.8, 7
S=C(SCc1cc(Cl)cc2c1OCOC2)N1CCSCC1
    1.2, -3
COc1ccc(C(=O)c2[nH]c(N)c(C(=O)c3c[nH]c4ccccc34)c2-c2ccc(F)c(OC)c2)cc1
    1.0, -5
Cc1ccc(C(=O)N2CCC[C@@H]2C(=O)N2CCC[C@@H]2C(=O)NCc2ccccc2)cc1
    0.2, -2
COC1=CC(=O)OC(c2cccc(C(F)(F)F)c2)C1 (configuration not stated)
    0.1, -2
COC(=O)C[C@H]1CC[C@H](NC(=O)Nc2ccccc2OC)[C@@H](CO)O1
    0.7, -3
CCCCCCCCN1C(=O)[C@@H](CC(=O)NCCCOC)C[C@@]2(C(=O)OC)C1=C[C@H](C(C)(C)C)O[C@@H]2C
    1.4, 8
CC(C)CN1C(=O)CN(S(C)(=O)=O)CC1(C)C(=O)Nc1ccc2c(c1)OCCO2 (configuration not stated)
    1.0, -3
O=C(Nc1ccc(F)cc1)C(c1cccc(F)c1)N1CCN(c2cccc(C(F)(F)F)n2)CC1 (configuration not stated)
    -0.9, 10

# Additional results follow.
# Each structure is followed by: TcdB GH inh, PrPC TRFRET
CCC(c1nc2ccccc2[nH]1)n1c(-c2ccnc(Cl)c2)nc2ccccc21 (configuration not stated)
    -0.4, -1
CCCCNC(=O)C1C(c2ccc(C(F)(F)F)cc2)=Nc2ccccc2N1C(=O)c1cccc2ccccc12 (configuration not stated)
    0.8, 2
CCCCNC(=O)C1C(c2ccc(C(F)(F)F)cc2)=Nc2ccccc2N1C(C)=O (configuration not stated)
    1.5, -6
O=S(=O)(c1cccs1)N1CCCc2nc(-c3ccc(Br)cc3)ccc21
    1.9, 8
CCc1ccccc1CC1CN(Cc2ccccc2)Cc2ccccc2N1c1ccc(OC)cc1 (configuration not stated)
    0.3, -1
C[C@H](CO)N1C[C@H](C)[C@H](CN(C)C(=O)Nc2cccc3ccccc23)Oc2ncc(Br)cc2C1=O
    1.6&1.9, -6
O=C(NC1CCCC1)C(c1ccccc1)n1c(Cc2cc(F)cc(F)c2)nc2ccccc21 (configuration not stated)
    0.5, -2
COc1ccc(C(C(=O)Nc2c(C)cccc2C)n2c(=O)c(-c3ccco3)nc3ccccc32)cc1 (configuration not stated)
    0.6, 8
COC(=O)[C@]12C[C@H](CC(=O)NCc3cccs3)C(=O)N(CCC3=CCCCC3)C1=C[C@H](C(C)(C)C)O[C@@H]2C
    0.0, 2
O=C(NCC1CCN(C(=O)C(=O)c2cccs2)CC1)c1ccc2c(c1)OCO2
    -0.2, 1
O=C(N[C@@H](Cc1cccnc1)C(=O)N1CCC[C@H]1C(=O)NC1CCCC1)c1cccs1
    2.2, -7
Cc1ccc2nc(-c3ccc(CN4CCC5(CC4)CNc4ccccc45)cc3)c(-c3ccccc3)nc2c1
    -2.4, 6
Cc1ccccc1C(=O)N[C@H](C(=O)N1CCC[C@H]1C(=O)NCc1ccccc1)C(C)C
    0.0, -5
CCCCCn1nnnc1C1(C)CCC(=O)N1Cc1ccco1 (configuration not stated)
    0.2, -3
O=C(N[C@H](Cc1ccccc1)C(=O)NCCN1CCOCC1)[C@H]1O[C@@H](n2ccc(=O)[nH]c2=O)[C@H](O)[C@@H]1O
    -0.8, -3

# Molecules shown so far with sulfur:
# Each structure is followed by: TcdB GH inh, PrPC TRFRET
COC(=O)C1=C(C)N(Cc2ccc(Cl)cc2)C(=S)NC1c1ccc(Cl)cc1 (configuration not stated)
    1.9, 8
O=C(C(=O)N1CCC(CNS(=O)(=O)Cc2ccccc2)CC1)c1cc2ccccc2o1
    0.4, -12
S=C(SCc1cc(Cl)cc2c1OCOC2)N1CCSCC1
    1.2, -3
CC(C)CN1C(=O)CN(S(C)(=O)=O)CC1(C)C(=O)Nc1ccc2c(c1)OCCO2 (configuration not stated)
    1.0, -3
O=S(=O)(c1cccs1)N1CCCc2nc(-c3ccc(Br)cc3)ccc21
    1.9, 8
COC(=O)[C@]12C[C@H](CC(=O)NCc3cccs3)C(=O)N(CCC3=CCCCC3)C1=C[C@H](C(C)(C)C)O[C@@H]2C
    0.0, 2
O=C(NCC1CCN(C(=O)C(=O)c2cccs2)CC1)c1ccc2c(c1)OCO2
    -0.2, 1
O=C(N[C@@H](Cc1cccnc1)C(=O)N1CCC[C@H]1C(=O)NC1CCCC1)c1cccs1
    2.2, -7

# Continuation:
# Each structure is followed by: TcdB GH inh, PrPC TRFRET
CCNC(=O)C[C@H]1CC[C@H]2[C@@H](COc3ccc(NC(=O)c4ccc5c(c4)OCO5)cc3C(=O)N2C)O1
    0.5, -9
COC(=O)[C@]12C[C@H](CC(=O)NCc3cccc4ccccc34)C(=O)N(CCc3ccc(OC)c(OC)c3)C1=C[C@H](C(C)(C)C)O[C@@H]2C
    0.8, 7
O=[N+]([O-])c1cccc(COc2ccc(CO)cc2)c1
    0.9, -8
CN1CCCc2nc(-c3ccccc3)ccc21
    1.2, -5
Cc1cccc2nc(-c3ccccc3)c(-c3ccc(CN4CCC(c5nc6ccccc6[nH]5)CC4)cc3)nc12
    1.2, -11
C[C@H]1Cn2cnc(C(=O)N(C)Cc3ccccc3)c2C(=O)N1
    0.5, -5
CC1(C(=O)Nc2ccc3c(c2)OCCO3)CN(S(C)(=O)=O)CC(=O)N1Cc1cccc(C(F)(F)F)c1 (configuration not stated)
    2.2, -2
COC(=O)c1cc2c(c3c4cc(OC)ccc4n(S(C)(=O)=O)c13)C(=O)N(C)C2
    2.0, -7
COC(=O)c1cc2c(c3c4cc(OC)ccc4n(S(=O)(=O)c4ccc(OC)cc4)c13)C(=O)N(Cc1ccccc1OC)C2
    1.0, 7
COc1ccc(CN(C2CCCC2)S(=O)(=O)c2cc(Br)ccc2Br)c(OC)c1
    0.6, 1
O=C1Nc2ccccc2-n2nnnc2C1N1CCN(c2ccc(F)cc2)CC1 (configuration not stated)
    -1.0, -4
COC(=O)C1C(c2ccc(Cl)cc2)CC2CCC1N2C (configuration not stated)
    -0.1, 4
NC(=O)c1ncn([C@@H]2O[C@H](C(=O)N[C@H](Cc3c[nH]c4ccccc34)C(=O)N3CCN(C(=O)N4CCOCC4)CC3)[C@@H](O)[C@H]2O)n1
    0.6, -2
O=C(Nc1ccc(Cl)cc1)N[C@H]1CC[C@H](CCn2cc(-c3ccccc3F)nn2)O[C@@H]1CO
    -0.2&0.5, -1
CCCCCCN(C(=O)CCCCCN1C(=O)NC(c2ccc(-c3ccccc3)cc2)C(C(=O)OCc2ccccc2)=C1C)C(C(=O)NCCCC)c1ccccn1 (configuration not stated)
    0.5, -4

# Next part.
# Each structure is followed by: TcdB GH inh, PrPC TRFRET
COC(=O)[C@]12C[C@H](CC(=O)N3CCSCC3)C(=O)N(Cc3ccccc3)C1=C[C@H](C(C)(C)C)O[C@@H]2C
    2.0, -2
Cc1cc(N2CCN(CC(C)(C)O)C[C@H]2C)ccc1N1CCN(Cc2ccccc2)[C@@H](C)C1
    -7.0, 10
CC1(C(=O)NCc2ccccc2)CSCC(=O)N1CC(F)(F)F (configuration not stated)
    0.6, 3
O=C(NC1CCCC1)N[C@@H]1C=C[C@@H](CC(=O)N2CCOCC2)O[C@@H]1CO
    -0.8&-0.2, -4
N#Cc1ccc(S(=O)(=O)NC(=O)[C@H]2O[C@@H](n3ccc(=O)[nH]c3=O)[C@H](O)[C@@H]2O)cc1
    -0.5, 7
COC(=O)C[C@@H]1C[C@H]2c3cc(NC(=O)Nc4ccccc4F)ccc3O[C@H]2[C@@H](CO)O1
    1.4&2.2, -4
COc1ccc(NC(=O)Nc2ccc3c(c2)C(=O)N([C@H](C)CO)C[C@@H](C)[C@@H](CN(C)Cc2ccc4c(c2)OCO4)OCCCC[C@H](C)O3)cc1
    0.3&1.2, 2
C#CCNC(=O)C[C@H]1C[C@@]2(C(=O)OC)C(=C[C@H](C(C)(C)C)O[C@@H]2C)N(Cc2ccccc2)C1=O
    1.9, -1
O=C(Nc1ccc(F)cc1)C(c1ccnc2ccccc12)N1CCN(CC(=O)N2CCCC2)CC1 (configuration not stated)
    -0.3, -3
CN(c1ccc(NC(=O)CCc2c[nH]c3ccccc23)cc1)c1ccccn1
    0.8, 12
Cc1cccnc1N=O
    -0.1, -6
OC1OC2COC(c3ccccc3)OC2C(O)C1O (configuration not stated)
    -1.3, 11
O=c1[nH]c2cc(Cl)ccc2n1C1CCN(Cc2ccc(-c3nc4ccccc4nc3-c3ccccc3)cc2)CC1
    0.4, -1
Cc1cc(N/C(=C\C(=O)c2ccccc2)c2ccccc2)ccc1Br
    0.1, 8
C[C@@H]1CN([C@@H](C)CO)C(=O)c2cc(NC(=O)Nc3ccc4c(c3)OCO4)ccc2O[C@@H](C)CCCCO[C@@H]1CN(C)CC1CCCCC1
    -0.1&0.0, -8

# Carrying on.
# Each structure is followed by: TcdB GH inh, PrPC TRFRET
CCn1c2c(n(C(C)=O)c1=O)C=C(C(=O)N1CCCC1)C(C)C(c1ccccc1)=C2 (configuration not stated)
    -0.2, -11
CC(=O)N1C[C@@H](CO)[C@@H]2C[C@H]1c1ccccc1N2C
    0.7, -3
Cc1noc(C)c1S(=O)(=O)N1CCCc2nc(-c3ccc(Br)cc3)ccc21
    -0.4, -1
COC(=O)C[C@H]1CC[C@@H]2[C@@H](COc3ccc(NC(=O)Nc4cccc(C)c4)cc3C(=O)N2C)O1
    1.7, -3
CC(C)(C)S(=O)N1C[C@H]2CC(=O)C=C2[C@@H]1CCO (some centres not stated)
    -0.3, -1
CN1C2CCC1CC(OC(c1ccccc1)c1ccc(Cl)cc1)C2 (configuration not stated)
    0.7, -11
O=C(N[C@H](Cc1ccccc1)C(=O)N(CCC1=CCCCC1)CC1CC1)[C@H]1O[C@@H](n2ccc(=O)[nH]c2=O)[C@H](O)[C@@H]1O
    1.4, 7
C=CCNc1cccc2c1S(=O)(=O)N[C@@H](CC(C)C)CO2
    0.3, 7
COC(=O)C1=C(C)N(Cc2cccc(C(F)(F)F)c2)C(=NCc2ccccc2)NC1c1ccccc1C(F)(F)F (configuration not stated)
    1.9, 10
O=C1NC(Cc2ccccc2)c2nc3ccc(Cl)cc3c(=O)n2-c2ccccc21 (configuration not stated)
    0.8, 0
COc1ccc(C(=O)C(=O)N2CCN(S(=O)(=O)c3cccc4c(N(C)C)cccc34)CC2)cc1OC
    1.0, 2
COC(=O)[C@@H]1ON2OCC(C)=C3CCCC[C@@]32[C@H]1C(=O)OC
    -0.1, -8
COc1cc(F)ccc1Oc1cccc2c1S(=O)(=O)N([C@H](C)c1ccccc1)C[C@@H](COCc1ccccc1)O2
    1.3, 1
O=C(NCC(F)(F)F)C1C(=O)Nc2ccccc2C(=O)N1Cc1ccccc1 (configuration not stated)
    0.4, -3
CCOC(=O)CN1C(=O)[C@]2(OCCC=C[C@H]2C)c2ccccc21
    1.4, -4

# Ordered by count of non-hydrogen atoms (highest first): some entries from above.
# Each structure is followed by: TcdB GH inh, PrPC TRFRET
COc1cc(F)ccc1Oc1cccc2c1S(=O)(=O)N([C@H](C)c1ccccc1)C[C@@H](COCc1ccccc1)O2
    1.3, 1
Cc1noc(C)c1S(=O)(=O)N1CCCc2nc(-c3ccc(Br)cc3)ccc21
    -0.4, -1
CCOC(=O)CN1C(=O)[C@]2(OCCC=C[C@H]2C)c2ccccc21
    1.4, -4

# The list goes on.
# Each structure is followed by: TcdB GH inh, PrPC TRFRET
Cc1cccc(C)c1NC(=O)C(c1ccc(C#N)cc1)n1c(=O)c(-c2ccco2)nc2ccccc21 (configuration not stated)
    -0.7, -6
O=C(NCCc1ccccc1)C1C(=O)Nc2ccccc2C(=O)N1C1CCCCC1 (configuration not stated)
    0.8, 6
O=C(NCCc1ccccc1F)C1C(=O)Nc2ccccc2C(=O)N1C1CCCCC1 (configuration not stated)
    1.2, 3
COc1cc(C(=O)NN=C2c3ccccc3-c3ccccc32)cc(OC)c1OC
    -0.5, 11
CC(C)N1C(=O)c2ccccc2NC(=O)C1C(=O)NCc1cccs1 (configuration not stated)
    0.4, 8
COC(=O)C[C@@H]1CC[C@@H](NS(=O)(=O)c2cccc(OC)c2)[C@@H](CO)O1
    0.8, -5
C=CCN=C1NC(c2ccc(F)cc2)C(C(=O)OC)=C(C)N1C (configuration not stated)
    0.1, -7
COC(=O)C[C@@H]1OC[C@H](C(C)C)N1S(=O)(=O)c1ccc(C)cc1
    1.2, -2
COC1=CC(=O)OC(c2ccccc2)C1 (configuration not stated)
    -0.3, 1
COCc1[nH]nc2c1C(c1cccc(C(F)(F)F)c1)N(c1ccc(OC)cc1)C2=O (configuration not stated)
    3.0, 3
CC(C)CN1C(=O)CN(S(C)(=O)=O)CC1(C)C(=O)NCc1ccccc1 (configuration not stated)
    1.4, 2
C=CCOC(=O)Nc1nc(CCNC(=O)OC(C)(C)C)c(C(=O)O)s1
    1.5, -2
CC[C@@H]1C[C@H]2CC[C@H](O2)[C@H](C)C(=O)O[C@@H](C)C[C@@H]2CC[C@@H](O2)[C@@H](C)C(=O)O[C@H](C)C[C@H]2CC[C@H](O2)[C@H](C)C(=O)O[C@@H](C)C[C@@H]2CC[C@@H](O2)[C@@H](C)C(=O)O1
    0.8, 39*
O=C(Nc1ccc(Nc2cccnc2)cc1)c1c[nH]c2ccccc12
    -0.9, -8
CC(C)(C)NC(=O)C(c1ccc(-c2ccccc2)cc1)n1c(=O)c(-c2ccccc2)nc2ccccc21 (configuration not stated)
    1.6, -1
O=C(c1ccccc1)N1CCC2CCN(CCc3ccccc3)CC21 (configuration not stated)
    -3.4, -2
CCCN1CCCCC(NC(=O)c2ccc(F)c(F)c2)C1=O (configuration not stated)
    -0.8, -7

# A portion of the library; the hit share may differ from the screen's.
